# HP1b binding inh: HTS for Inhibitors of HP1-beta Chromodomain Interactions with Methylated Histone Tails; AlphaScreen HP1-beta / biotin-H3K9me3 peptide binding; Potency, µM (highest dose often 114 µM), for the others: at the top dose activity change, negative = inhibition, most hits filed as inhibitors; 390,000 tested, 0.56% active; AID 540317, 2011; note: potency is the fitted concentration of half-maximal effect; nearly all actives have a fitted effect of over 70% in size; inactives centre near 23
#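 AlphaScreen: HP1-beta (50 nM) preformed 30 min with biotin-H3(1-18)K9me3 peptide (50 nM) in PBS pH 7.4, 0.01% Tween-20. Compound added for 30 min at RT, then streptavidin donor/nickel chelate acceptor beads (10 ug/mL) for 30 min.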
# PGK inhibitor: qHTS Assay to Find Inhibitors of Phosphoglycerate Kinase | Phosphoglycerate kinase, glycosomal (Trypanosoma brucei brucei), P07378 | PGK/GAPDH coupled, Kinase-Glo luminescence, 60 min | Potency, µM (titrated, usually from 57.5 µM), for the others: top-dose activity change, negative = inhibition, hits mostly inhibitors | 380,000 tested, 0.043% active | AID 602233, 2012; note: potency is the fitted concentration of half-maximal effect; % is set by controls: 0 for no effect and ±100 for the full control effect; nearly all actives have a fitted effect of over 60% in size
#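 Recombinant glycosomal PGK reaction used 1,3-bisphosphoglycerate generated in-well by GAPDH (100nM final) in 100mM TEA pH 7.6, 5mM MgCl2, 0.01% Tween-20. After 60 minutes at room temperature, ATP was read by Kinase-Glo Plus luminescence end-point.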
# JMJD2A Tudor: qHTS Assay for Inhibitors of JMJD2A-Tudor Domain; Lysine-specific demethylase 4A (Homo sapiens), O75164; AlphaScreen JMJD2A-Tudor / H3K4me3 peptide binding; Potency, µM (doses to about 114 µM), inactives show at the highest dose activity change, negative = inhibition, hits mostly inhibitors; 390,000 tested, 4.4% active; AID 504339, 2011; note: potency is the fitted concentration of half-maximal effect; % is set by controls: 0 for no effect and ±100 for the full control effect; nearly all actives have a fitted effect of over 50% in size
# Target sequence (O75164 whole entry, looked up, the tested form may be a part): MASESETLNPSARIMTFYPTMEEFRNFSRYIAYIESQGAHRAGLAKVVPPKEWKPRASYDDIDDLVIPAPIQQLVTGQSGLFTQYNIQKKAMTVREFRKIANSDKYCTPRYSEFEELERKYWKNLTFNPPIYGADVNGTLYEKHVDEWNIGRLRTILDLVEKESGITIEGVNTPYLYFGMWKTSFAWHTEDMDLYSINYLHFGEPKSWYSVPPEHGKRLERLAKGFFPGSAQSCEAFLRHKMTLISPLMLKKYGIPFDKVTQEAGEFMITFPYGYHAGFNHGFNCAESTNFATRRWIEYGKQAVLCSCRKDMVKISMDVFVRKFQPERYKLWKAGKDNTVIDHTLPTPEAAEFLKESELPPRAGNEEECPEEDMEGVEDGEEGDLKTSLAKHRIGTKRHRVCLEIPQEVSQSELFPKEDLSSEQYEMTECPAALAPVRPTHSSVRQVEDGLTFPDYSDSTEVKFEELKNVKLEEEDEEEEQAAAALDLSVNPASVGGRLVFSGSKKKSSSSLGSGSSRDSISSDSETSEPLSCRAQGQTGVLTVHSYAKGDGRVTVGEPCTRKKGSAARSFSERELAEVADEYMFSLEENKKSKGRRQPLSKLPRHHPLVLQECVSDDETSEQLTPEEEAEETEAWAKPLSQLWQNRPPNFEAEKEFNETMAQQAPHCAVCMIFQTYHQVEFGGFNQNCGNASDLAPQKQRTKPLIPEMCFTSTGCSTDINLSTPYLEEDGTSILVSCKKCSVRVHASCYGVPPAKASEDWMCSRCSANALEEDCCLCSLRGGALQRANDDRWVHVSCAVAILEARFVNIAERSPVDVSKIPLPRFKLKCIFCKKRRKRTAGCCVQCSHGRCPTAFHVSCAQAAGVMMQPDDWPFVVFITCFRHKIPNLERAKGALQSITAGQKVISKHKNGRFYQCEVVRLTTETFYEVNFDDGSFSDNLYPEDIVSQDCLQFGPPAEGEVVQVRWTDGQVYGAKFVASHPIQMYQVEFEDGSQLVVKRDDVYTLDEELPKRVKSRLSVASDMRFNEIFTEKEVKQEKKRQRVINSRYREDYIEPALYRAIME
# ERG Ets-DNA blk: qHTS for Small Molecule Inhibitors of the ERG Ets/DNA interaction; AID 624246, 2012; 370,000 tested, 0.028% active; fluorescence polarization, His-ERG Ets domain / labelled DNA; Potency, µM (series often up to 76.9 µM), inactives show top-dose FP activity, negative = inhibition, usual class: inhibitors; active = well fitted inhibition curve with a large enough effect in the polarisation, with a control signal flat; inconclusive = small, poorly fitted or top-dose-only effect, or effect the other way, or a change in a side signal; inactive = no such curve, though single readings can be large or run the other way; the % refers to the polarisation;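 note: polarization taken with two DNA probes labelled with fluorescein and Texas red; potency is the fitted concentration of half-maximal effect; % of control where 0% means no effect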
#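 His-tagged ERG Ets domain (1 uM in the protein solution; 300mM KCl, 50mM Tris-HCl, 1mM EDTA, 1mM DTT, pH 7.5) received compound, then a probe mix of 5 nM fluorescein-DNA and 100nM Texas-615-DNA. Fluorescence polarization was read for both dyes.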
# BAZ2B inh: qHTS Assay for Inhibitors of BAZ2B; AlphaScreen BAZ2B-H3K14Ac peptide displacement; Potency, µM (doses to about 114 µM), for inactives: top-dose activity change, negative = inhibition, most hits filed as inhibitors; 360,000 tested, 4.4% active; AID 504333, 2011; Bromodomain adjacent to zinc finger domain protein 2B (Homo sapiens), Q9UIF8; note: potency is the fitted concentration of half-maximal effect; % is set by controls: 0 for no effect and ±100 for the full control effect; nearly all actives have a fitted effect of over 60% in size
#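 AlphaScreen luminescence quantifies BAZ2B engagement of H3K14Ac peptide; the protein and biotinylated peptide are both at 50 nM final, buffer PBS pH 7.4 with 0.01% Tween-20, all steps at room temperature.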
# GLS inh: qHTS for Inhibitors of Glutaminase (GLS) | GLS enzymatic activity, qHTS titration | Potency, µM (titrated, usually from 45.5 µM), without a hit: at the highest dose activity change, negative = inhibition, usual class: inhibitors | 410,000 tested, 0.21% active; note: potency is the fitted concentration of half-maximal effect; % is set by controls: 0 for no effect and ±100 for the full control effect
#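 Human kidney-isoform GLS in 45 mM KH2PO4 pH 8.2, 0.02% Tween-20, with compound, started with 1mM L-Glutamine (added stock). Glutamate oxidase/HRP/Amplex red coupled fluorescence read at start and after 30 min at RT.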
# G9a block: qHTS Assay for Inhibitors of Histone Lysine Methyltransferase G9a; Histone-lysine N-methyltransferase EHMT2 (Homo sapiens), Q96KQ7; G9a H3K9 monomethylation, AlphaScreen, 2 h; Potency, µM (doses to about 102 µM), for inactives: at the top dose activity, negative = inhibition, usual class: inhibitors; 350,000 tested, 8.8% active; AID 504332, 2011; note: potency is the fitted concentration of half-maximal effect; % is set by controls: 0 for no effect and ±100 for the full control effect; nearly all actives have a fitted effect of over 75% in size
#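 Quantitative HTS format: methyltransferase activity on a biotin-tagged H3K9 peptide is measured by AlphaScreen, using a rabbit anti-monomethyl-H3K9 antibody with streptavidin donor and anti-IgG acceptor beads. Final levels are 20 nM enzyme, 500 nM peptide, 20 uM SAM; 2 h RT.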
# Pin1 inhibitor: qHTS Assay to Find Inhibitors of Pin1 | Peptidyl-prolyl cis-trans isomerase NIMA-interacting 1 (Homo sapiens), Q13526 | 390,000 tested, 0.009% active | Potency, µM (highest dose often 115 µM), inactives show at the highest dose activity, negative = inhibition, actives largely listed as inhibitors | AID 504891, 2011 | Pin1 FP peptide displacement, HiFluor488, 10 min; active = well fitted inhibition curve with a large enough effect in the polarisation, with a control signal flat, not every such curve was filed as active; inconclusive = small, poorly fitted or top-dose-only effect, or effect the other way, or a change in a side signal; inactive = no such curve, though single readings can be large or run the other way; the % refers to the polarisation; note: potency is the fitted concentration of half-maximal effect; % is set by controls: 0 for no effect and ±100 for the full control effect
# PI4K2A inh: qHTS for small molecular inhibitors of PI4K2A; 420,000 tested, 0.13% active; AID 1346378, 2018; purified PI4K2A, ADP-Glo luminescence, 1 h; hits give low values; Phosphatidylinositol 4-kinase type 2-alpha (Homo sapiens), Q9BTU6; activity change, negative = inhibition, % at 76.9 µM; in the data active = activity change below about -50%; inconclusive = mostly about -30% to -49%;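 note: -100% = wells without enzyme as full effect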
#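 In this quantitative HTS, ADP production by PI4K2A was quantified luminescently after 1 h at ambient temperature; 100 microM adenosine served as plate-quality control.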
# The depositor's hits bear a star; i = inactive; ? = inconclusive; . = not tested or not shown; [ ] = another dose, or the depositor's remark. Unless noted, calls come from the whole dose curve; as a rule, active = well fitted curve in the direction sought with a large enough effect; inconclusive = small, poorly fitted or top-dose-only effect, or another doubt; inactive = no such curve, though single readings can be large; an effect the other way counts as inactive or inconclusive. Rows were taken by chance (roughly 11% active in at least one column).
SMILES,HP1b binding inh,PGK inhibitor,JMJD2A Tudor,ERG Ets-DNA blk,BAZ2B inh,GLS inh,G9a block,Pin1 inhibitor,PI4K2A inh
CC[C@H](C)[C@H](NC(=O)c1ccc(Cl)cc1)C(=O)OCC(=O)c1c(N)n(C)c(=O)n(C)c1=O,19%[57 µM],4%,-6%,10%,.,0%,.,-1%,0
N#CNC1=NCN(Cc2ccccc2)CN1,14%,-8%,-9%,10%,37%,7%,17%[59 µM],4%,-4
CCCn1c(C(C)NC(C)=O)nc2ccccc21 (stereo unspecified),43%,-11%,-9%,15%,-1%,-6%,3%,5%,-2
COC(=O)[C@@]12CCCN1[C@H](c1ccc(SC3CCCCC3)cc1)[C@H]1C(=O)N(C)C(=O)[C@H]12,-5%,-9%,?,2%,?,1%,15%[2.33 µM],5%,1
O=C(NNC(=S)Nc1cccc(C(F)(F)F)c1)c1ccccc1Cl,-13%,i,-28%,1%,-17%,31%[activator],3.2µM*,-7%,-4
COc1ccc(NC(=O)CSc2ccc(C)cc2)cc1,38%[activator],-7%,-10%,1%,-3%,-8%,-30%[59 µM],-8%,-3
COc1ccc(-c2ccc(-c3noc(C4CCCCC4)n3)c(OC)n2)cc1,89%[activator],8%,12%,-5%,46%[activator],2%,27%[59 µM],?,5
Cc1c(F)cccc1NS(=O)(=O)c1ccc2c(c1)NC(=O)CO2,2%,0%,-12%,10%,-6%,14%,13%,-8%,1
CC1(C)c2ccccc2-n2c1cc1oc(=O)cc(O)c1c2=O,19%,-3%,-22%,3%,-3%,8%,.,-4%,-4
CCOC(=O)C(NC(=O)Nc1ccc(Cl)cn1)(Oc1ccc(F)cc1)C(F)(F)F (stereo unspecified),30%,-9%,9%,-1%,3%,7%,6%[59 µM],-5%,19
COc1cccc(NC(=O)C2CCN(S(=O)(=O)c3ccc4[nH]c(=O)ccc4c3)CC2)c1,18%,0%,-18%,13%,0%,1%,31%,6%,-4
CCOC(=O)C1=C(C)NC(=O)CC1c1ccccc1 (stereo unspecified),21%,i,-15%,-3%,9%,12%,4%[59 µM],-1%,0
c1ccc(Nc2nnc(-c3cccnc3)s2)cc1,18%,-2%,8%,-6%,?,-3%,-1%,0%,-5
COc1ccc(OC)c(/C=N/NC(=O)c2[nH]nc3c2CCc2ccccc2-3)c1,55%[activator],-3%,-8%,0%,-2%,1%,6%,13%,-2
COc1ccc(CN2CCN(C(=O)Cn3nc(C)n4cccc4c3=O)CC2)c(OC)c1OC,45%[activator],-10%,-1%,-3%,0%,1%,22%,9%,-2
N#CCCN1CCN(C(=S)c2ccc(-c3ccc(Cl)c(Cl)c3)o2)CC1,?,4%,50µM*,0%,.,-2%,?,-2%,-6
COc1ccc(CN2CCN(C(=O)C3CCN(C(=O)Nc4ccccc4)CC3)CC2)cc1OC,50%[activator],6%,-7%,-1%,.,7%,.,0%,-1
O=C1CCC(C(=O)N2CCOCC2)CN1Cc1ccc(Cl)cc1 (stereo unspecified),22%,-6%,-8%,11%,1%,-1%,.,3%,4
Cc1cccc(Nc2nnc(SCc3cc(=O)n4cc(C)ccc4n3)s2)c1,30%,-6%,-16%,-5%,-7%,1%,-12%[59 µM],-3%,2
COc1ccc(N(CC(=O)NC2CCCCC2)C(=O)CCCC(=O)Nc2ccccn2)c(OC)c1,29%,-5%,-14%,11%,3%,3%,52%[activator][59 µM],-12%,-6
COc1ccc(NS(=O)(=O)c2ccc(OC)c(N(C)S(=O)(=O)c3ccc(Cl)cc3)c2)cc1,-17%,0%[11.5 µM],-26%,.,-38%,12%,50µM*,3%,-2
C#CCOCCOCCOCCNc1nc(N2CCN(C(=O)[C@H](CCCN=C(N)N)n3cc(C(N)[C@H](C)CC)nn3)CC2)nc(N2CCN(C(=O)[C@H](CCCN=C(N)N)n3cc(C(N)[C@@H](C)CC)nn3)CC2)n1 (stereo partly specified),3%,i,79µM*,14%,.,-1%,.,-5%,-5
Cc1cccn2c(=O)c3cc(C(=O)NCc4ccccc4)c(=N)n(CCOCCO)c3nc12,-4%,i,-20%,1%,2%,-14%,-34%[59 µM],.,-2
CCOC(=O)CSc1nnc(CSc2nc3sc4c(c3c(=O)[nH]2)CCC4)n1-c1ccccc1,15%,-4%,-24%,-2%,-5%,15%,-24%,6%,1
CCOC(=O)c1c(C)[nH]c(C)c1S(=O)(=O)N1CCN(c2cccc(C(F)(F)F)c2)CC1,-20%,0%,?,-1%,-21%[57.1 µM],-6%,?,-6%,-7
CC(=O)Nc1c(C)nn(-c2ccccc2)c1N1CCC(C(=O)NCc2ccccc2Cl)CC1,30%[57 µM],2%,6%,1%,-3%,3%,-6%[59 µM],-3%,-1
COC(=O)[C@@]12CCCCN1[C@H](c1ccc(-c3ccc4c(c3)OCO4)c(OC)c1)[C@@H]1C(=O)N(C)C(=O)[C@@H]12,-1%,-3%,?,0%,-35%,1%,16%[2.33 µM],17%,1
Cc1cc(C)nc(NS(=O)(=O)c2ccc(NC(=O)COc3ccccc3F)cc2)n1,23%,-9%,-13%,-5%,3%,7%,17%[12.7 µM],2%,1
COc1ccc(NS(=O)(=O)c2cccc(C(=O)NN=Cc3ccc(O)c(OC)c3)c2)cc1,27%,5%,-18%,1%,.,7%,.,-1%,-1
Cc1[nH]c2ccccc2c1C(=O)COC(=O)C1CC(O)CN1S(=O)(=O)c1ccc(Cl)cc1 (stereo unspecified),-14%[57 µM],i,32µM*,3%,0%,-13%,-14%[59 µM],?,-6
Cc1ccc(C(C)C)c(OCC(O)CN2CCOCC2)c1 (stereo unspecified),37%,.,-9%,.,15%,5%,2%,-1%,-6
N=c1n(CCO)c2ccccc2n1Cc1ccccc1Cl,3%,0%,-8%,-9%,-9%,-8%,-6%[12.7 µM],1%,0
Cc1ccc(C2(CCNC(C)c3cccs3)CCOC(C(C)C)C2)cc1 (stereo unspecified),18%,-1%,-10%,-5%,-17%,-6%,35%[12.7 µM],1%,8
CCOC(=O)CSc1nnc(-c2ccc([N+](=O)[O-])cc2)o1,8%,-3%,-17%,-4%,-28%,-8%,-21%,-1%,-2
CC(=O)c1cc2c(cc1NC(=O)CSc1nnc(C)s1)OCO2,30%,-9%,4%,1%,-2%,-4%,-1%[59 µM],0%,14
COc1cccc(C(=O)Nc2ccc3nc(SCC(=O)N4CCOCC4)sc3c2)c1,69%[activator],9%,-4%,-1%,-10%,1%,9%[59 µM],0%,0
Cc1ccc(C(=O)N2CCCC2)cc1S(=O)(=O)Nc1cccc(C)c1C,-4%,-9%,-17%,-8%,-7%,7%,-5%,0%,-1
COc1c(Cl)cnn(-c2ccc(C)cc2)c1=O,32%,i,-3%,.,42%[activator],-9%,-35%[12.7 µM],-2%,5
CCOC(=O)c1sc(N2C(=O)c3oc4ccccc4c(=O)c3C2c2ccc(C(C)(C)C)cc2)nc1C (stereo unspecified),5%,i,-21%,11%,1%,1%,4%[59 µM],-1%,-3
COc1cccc(CNC(=O)Cn2ncn3nc(-c4cccs4)cc3c2=O)c1OC,23%,6%,-3%,-2%,-15%,-2%,?,17%,4
Cn1c(CCC(=O)O)nc2cc(S(=O)(=O)N3CCCC3)ccc21,4%[57 µM],-2%,-14%,-6%,.,2%,.,-5%,-6
CC(C)COc1ccc(S(=O)(=O)NNC(=O)c2cc3ccccc3o2)cc1,3%,i,-26%,1%,?,5%,4%[59 µM],-1%,-5
CCOC(=O)C1=C(C)NC(=O)NC1c1ccc(N2CCC(c3ccccc3)=N2)cc1 (stereo unspecified),63%[activator],-7%,26%,11%,0%,3%,.,?,-5
COc1ccc(NC(=O)Cn2nc3n(c2=S)CCC3)cc1,46%[activator],i,0%,2%,2%,-8%,-7%[2.33 µM],1%,2
CCCNC(=O)COC(=O)c1ccccc1C(=O)c1ccc(Cl)c([N+](=O)[O-])c1,32%,-10%,-18%,7%,-13%,7%,-1%,?,7
CC(C)(C)C(=O)NC1=NCCS1,15%,-7%,-23%,-6%,-34%,2%,-15%,-1%,-5
OC(CON=C1c2ccccc2-c2ccccc21)CN1CCNCC1 (stereo unspecified),?,-6%,3.5µM*,-8%,20µM*,-9%,50µM*,-1%,2
Cc1cccc(NC(=S)NC2CC3CCCC(C2)N3Cc2ccco2)c1 (stereo unspecified),12%,-4%,-29%,12%,?,8%,-8%,3%,3

# High-throughput results: PubChem BioAssay, National Center for Advancing Translational Sciences (NCATS)
